GLP1R inv ag = GLP-1 receptor (human) inverse agonism; P43220; HEK293 GLP-1R CRE-luciferase, luminescence, 24 h; GLP-1R form is constitutively active; Potency, µM (doses to about 38.3 µM), without a hit: top-dose activity change, negative = inhibition, most hits filed as inhibitors; hit rate 1.6% among 410,000; also: potency is read from the fitted curve at half-maximal effect; % is scaled to controls: 0 for no effect and ±100 for the full control effect; nearly all actives have a fitted effect of over 55% in size
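HEK293 cells stably co-expressing constitutively active GLP-1R and a cAMP-responsive luciferase reporter were seeded in DMEM with 10% Nu serum, given compounds after 12 h, and incubated 24 h at 37 deg C. Luminescence was then read.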
TDP-43 yeast inh = TDP-43 toxicity inhibition in yeast | Potency, µM (titrated, usually from 46.1 µM), without a hit: top-dose growth rescue (activation), most hits filed as activators | TDP-43 expressing yeast growth rescue, BacTiter-Glo, 24 h | hit rate 1.8% among 410,000; also: potency is read from the fitted curve at half-maximal effect; % of control where 0% means no effect; nearly all actives have a fitted effect of over 50% in size
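Cell-based yeast growth screen: TDP-43 expression induced in galactose, inoculum OD600=0.02 after raffinose pregrowth to mid-log. Read-out BacTiter-Glo luminescence at 24 hr, 30 deg C; inhibition of toxicity seen as signal increase.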
Abeta yeast res = A-beta toxicity reversal in yeast; yeast expressing A-beta42, growth rescue, OD600, 48 h; response scale: 0% DMSO, 100% iron-clioquinol control; Potency, µM (top dose mostly 46.1 µM), inactives show at the top dose growth rescue, hits mostly activators; hit rate 0.063% among 410,000; also: potency is read from the fitted curve at half-maximal effect; nearly all actives have a fitted effect of over 55% in size
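Yeast A-beta toxicity model in growth medium with pinned compounds, 48 h at 30 C; growth read as absorbance at 600 nm. Normalized to FeCl3/clioquinol equimolar mix (positive) and DMSO (negative).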
FUS yeast rescue = rescues growth of FUS-expressing yeast; S. cerevisiae FUS-expressing, growth rescue, OD600, 24 h; Potency, µM (doses to about 76.6 µM), for inactives: top-dose growth rescue (activation), most hits filed as activators; hit rate 0.24% among 390,000; AID 1347120;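 also: potency is read from the fitted curve at half-maximal effect; plate controls were DMSO vehicle for no effect and reference control for full effect; nearly all actives have a fitted effect of over 55% in size; some results filed as inactive show a strong effect at the top dose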
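Yeast expressing FUS under galactose induction, OD 0.005 in 2% galactose medium; compounds in a dilution series, 24 h at 30C. Growth rescue by absorbance at 600 nm; CP55940 positive control, DMSO negative.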
Akt phos inh = inhibitors of Akt phosphorylation | Neuro2A IGF-stimulated pAkt S473 HTRF, 20 min; active compounds read low | activity change, % for hits at 50 µM | hit rate 0.32% among 360,000; in the data active = activity change below about -80%; inconclusive = mostly about -51% to -80%; also: % is scaled to controls: 0 for no effect and ±100 for the full control effect
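Neuro2A cells (4,500/well, DMEM with 0.5% FBS) were treated with compound at a single 50 µM final concentration, stimulated with 6 nM IGF for 20 min at 37 °C, and lysed. Phospho-Akt Ser473 was read by HTRF as 665/615 ratio ×10^4.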
PTHR1 ag = PTHR1 (human) receptor agonism. Q03431. HEK293 GP2 PTHR1 cells, GloSensor cAMP luminescence, 1 h. Potency, µM (highest dose often 115 µM), for the others: top-dose activation, hits mostly activators. hit rate 0.075% among 410,000; also: potency is read from the fitted curve at half-maximal effect; nearly all actives have a fitted effect of over 55% in size; some results filed as inactive show a strong effect at the top dose; inactives centre near -15; many of its hits are not listed in these tables
Target sequence (Q03431 whole entry, looked up): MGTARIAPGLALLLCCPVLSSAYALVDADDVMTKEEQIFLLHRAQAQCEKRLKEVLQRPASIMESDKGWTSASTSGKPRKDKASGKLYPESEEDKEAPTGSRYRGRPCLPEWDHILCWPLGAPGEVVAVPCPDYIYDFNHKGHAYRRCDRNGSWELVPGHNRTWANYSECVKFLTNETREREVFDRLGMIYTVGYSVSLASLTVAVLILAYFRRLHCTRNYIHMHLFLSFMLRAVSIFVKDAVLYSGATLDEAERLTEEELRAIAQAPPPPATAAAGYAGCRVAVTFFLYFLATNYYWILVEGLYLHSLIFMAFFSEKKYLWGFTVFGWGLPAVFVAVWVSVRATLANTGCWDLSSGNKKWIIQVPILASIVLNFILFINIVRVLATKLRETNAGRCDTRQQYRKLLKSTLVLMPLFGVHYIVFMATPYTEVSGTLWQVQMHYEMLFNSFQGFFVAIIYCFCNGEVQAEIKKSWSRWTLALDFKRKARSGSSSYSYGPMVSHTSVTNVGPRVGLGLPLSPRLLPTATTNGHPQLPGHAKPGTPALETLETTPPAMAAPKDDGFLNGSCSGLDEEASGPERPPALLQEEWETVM
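HEK-293-derived GP2 cells expressing PTHR1 and a GloSensor cAMP reporter, 3,000/well, plated overnight, given luciferin plus IBMX (each 0.5 mM as added) for 1 h at 37 °C, then compound for 1 h at 37 °C. Luminescence was read after 15 min at room temperature.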
D3 antag = D3 dopamine receptor (human) antagonism. D3R cells, DiscoveRx beta-arrestin luminescence, antagonist mode; active compounds read low. hit rate 2.5% among 360,000. AID 652054. P35462. max response, negative = inhibition, %; in the data active = max response below about -50%; inconclusive = no clear call, values can overlap the other calls; also: % is scaled to controls: 0 for no effect and ±100 for the full control effect; mostly tested at two doses, the higher about 12 µM
Target sequence (P35462 whole entry, looked up): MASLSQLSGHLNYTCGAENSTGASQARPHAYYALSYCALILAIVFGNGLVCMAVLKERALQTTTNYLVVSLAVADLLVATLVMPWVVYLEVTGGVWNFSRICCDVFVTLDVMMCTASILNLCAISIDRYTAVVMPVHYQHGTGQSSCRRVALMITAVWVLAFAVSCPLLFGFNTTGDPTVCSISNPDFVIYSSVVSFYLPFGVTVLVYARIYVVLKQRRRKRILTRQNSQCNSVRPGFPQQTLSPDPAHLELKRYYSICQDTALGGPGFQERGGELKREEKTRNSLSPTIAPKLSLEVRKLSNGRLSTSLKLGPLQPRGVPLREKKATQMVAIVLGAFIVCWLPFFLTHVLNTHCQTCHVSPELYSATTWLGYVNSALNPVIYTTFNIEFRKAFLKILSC
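Cells plated overnight at 1500 cells/well, then exposed to library compounds with dopamine controls for 90 minutes at 37 degrees C. DiscoveRx reagent added for 30–60 minutes at room temperature; luminescence read, quantitative HTS format.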
GLP-1R agonist = GLP-1 receptor (human) agonism; AID 624172; P43220; hit rate 0.007% among 380,000; HEK293 GLP-1R CRE-luciferase, luminescence, 4-6 h; cells express a hypersensitive GLP-1R form; Potency, µM (series often up to 45.6 µM), for the others: at the highest dose activation, hits mostly activators; also: potency is read from the fitted curve at half-maximal effect; % of control where 0% means no effect
aSyn yeast inh = alpha-synuclein toxicity inhibition in yeast; Yeast expressing alpha-synuclein, growth rescue, BacTiter-Glo, 24 h; Potency, µM (series often up to 46.1 µM), inactives show top-dose growth rescue (activation), actives largely listed as activators; hit rate 0.14% among 370,000; AID 652106; also: potency is read from the fitted curve at half-maximal effect; % of control where 0% means no effect; nearly all actives have a fitted effect of over 65% in size
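Galactose-induced alpha-syn yeast (OD600=0.02, raffinose-pregrown) + pinned cpd, 24 hr, 30 deg C; growth by BacTiter-Glo luminescence. Growth restoration scores as activation.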
Active calls of the source: *; i = inactive; ? = inconclusive; / = not tested or not shown; & = joins results of further samples; [ ] = remark or other dose. Unless noted, calls follow the shape of the dose curve; as a rule, active = well fitted curve in the direction sought with a large enough effect; inconclusive = small, poorly fitted or top-dose-only effect, or another doubt; inactive = no such curve, though single readings can be large; an effect the other way counts as inactive or inconclusive. Not all compounds are listed (hit frequency here may not be typical).

structure,GLP1R inv ag,TDP-43 yeast inh,Abeta yeast res,FUS yeast rescue,Akt phos inh,PTHR1 ag,D3 antag,GLP-1R agonist,aSyn yeast inh
CC(C)N1CCN(Cc2cccc3nonc23)CC1CCO (stereo unspecified),-16.3%,22.3%,-6.4%,-12.4%,i,-7.6%,-4.5,-2.8%,-0.2%
COc1ccccc1-c1nnc(NC(=O)C2=COCCO2)o1,13.7%,10.9%,28.0%,/,i,i,3.0,-4.9%,-0.2%
Cc1cccc(N2CCN(C(=O)c3ccc4c(c3)c(C)c(C)n4C)CC2C)c1 (stereo unspecified),?,15.8µM*,-35.1%&-21.6%[inhibitor],?,i,i,18.9,3.0%,1.2%
CCCn1c(=O)c2sccc2n2c(CCCC(=O)N3CCN(c4cccc(C)c4C)CC3)nnc12,2.6%,27.1%,0.0%,-14.8%,/,i,/,/,/
Cc1ccccc1N1CC(O)(c2cccs2)[N+]2=C1CCCC2 (stereo unspecified),7.9%,26.0%,-13.8%,-9.3%,i,-7.4%,-22.2,1.2%,0.0%
COc1cccc(CNC(=O)c2ccc3nc[nH]c3c2)c1,-2.9%,4.1%,12.1%,3.3%,i,i,-5.8,2.7%,-3.8%
COc1ccc(NC(=O)c2c(NC(=O)COc3ccccc3)sc3c2CCC(C(C)(C)C)C3)cc1 (stereo unspecified),-7.7%,7.9%,6.2%,3.9%,/,i,/,/,/
C[C@@H]1CN([C@H](C)CO)C(=O)CCCn2cc(nn2)CO[C@H]1CN(C)C(=O)Nc1ccc2c(c1)OCCO2,3.5%,7.2%,-7.6%,-23.6%,i,-19.8%,17.3,9.6%,-3.5%
COc1ccc(OC(C)C(=O)NCC2CCCO2)cc1 (stereo unspecified),1.8%,0.4%,-9.6%,2.3%,i,i,0.8,-8.8%,-1.0%
Cc1nc(SC(C)C(=O)NCC2CCCO2)c2cc(-c3ccccc3)sc2n1 (stereo unspecified),?,4.9%,-8.4%,?,i,i,11.9,-5.4%,1.0%
CC(=O)Nc1c(C)nn(-c2ccccc2)c1N1CCC(C(=O)Nc2cc(F)ccc2F)CC1,24.9%,?,9.4%,10.2%,/,i,/,/,/
CCN(CC(=O)Nc1ccc(NC(C)=O)cc1)C(=O)c1oc2c(ccc3ccccc32)c1C,-14.0%,14.7%,-4.3%,4.6%,i,-24.0%,47.8,5.6%,1.8%
O=C(CSc1nc2ccccc2[nH]1)c1ccc(Cl)s1,?,6.4%,34.1%,6.6%,i,i,-2.3,-10.4%,1.7%
COc1ccccc1NC(=O)c1cc(Cl)nc2ccccc12,33.0%[activator],26.2%,3.2%,17.0%,i,-4.8%,-11.6,14.7%,-1.7%
COc1ccc([N+](=O)[O-])cc1NC(=O)C(C)Sc1nc(-c2ccccc2)cs1 (stereo unspecified),?,14.1%,2.0%,28.3%,i,-10.5%,-23.6,10.6%,-3.9%
COc1ccccc1N1CCN(C2CCCN(C(=O)c3ccnc4ccc(C)cc34)C2)CC1 (stereo unspecified),-29.9%,-14.6%,-3.5%,11.0%,i,i,10.8,-3.7%,0.3%
COC(=O)C1(C)NC(c2ccc(O)cc2)C2C(=O)N(c3ccccc3)C(=O)C21 (stereo unspecified),25.6%,5.8%,19.3%,-9.2%,i,-52.9%[inhibitor],-1.8,-2.1%,-4.8%
CCOC(=O)c1nnn(-c2nonc2-c2ccccc2)c1C,-20.8%,13.4%,2.6%,-5.1%,i,i,-17.6,0.1%,12.3%
O=C(Nc1ccccc1CC[N+](=O)[O-])N1CCN(c2ccccc2)CC1,-8.1%,9.9%,-14.5%,28.6%,i,i,-28.6,2.5%,4.9%
Cc1oc(-c2ccc(Cl)cc2)nc1CS(=O)CC(=O)NCc1ccccn1 (stereo unspecified),?,-5.1%,3.2%,20.9%,i,i,-2.4,6.5%,3.3%
COc1ccc(-c2nc(S(=O)(=O)c3ccc(C)cc3)c(N3CCCC3)o2)cc1,8.8%,-8.1%,-24.1%,-30.0%,i,i,2.4,-24.2%,-10.9%
COc1ccc(CN(CC2CCC(C(=O)O)CC2)C(=S)Nc2cccc(C)c2)cc1 (stereo unspecified),-0.6%,2.9%,3.1%,27.5%,i,-12.0%,1.5,1.1%,6.9%
NC(=O)CSc1nc(-c2ccccc2)c(-c2ccccc2)o1,16.9%,-1.8%,-13.2%,-9.6%,i,i,-24.8,11.6%,0.4%
Cc1ccc(C)c(NS(=O)(=O)c2ccc(NC(=O)CSc3ccc(Cl)cc3)cc2)c1,?,13.0%,-9.6%,-2.8%,i,i,4.1,8.1%,3.8%
COC(=O)c1ccc([C@H]2C=C(C(=O)O)O[C@@H](OCc3ccc(CO)cc3)C2)cc1,13.1%,11.2%,-15.9%,-8.7%,i,3.7%,0.0,-1.4%,9.3%
COc1ccccc1-n1c(C)c2c(OC)cccc(=O)c2c1C,-22.0%,23.7%,7.6%,46.7%,i,-9.0%,-0.4,-0.4%,-16.3%
CC1(OC(=O)CCc2ccccc2)C(=O)C=C2C=C(c3ccc(C#N)cc3)N(CCc3ccccn3)C=C2C1=O (stereo unspecified),11.0%,-2.7%,-6.1%,30.5%,i,25.1%,-22.5,0.5%,-3.8%
CCOC(=O)c1ccc(NC(=S)N2CCSC2c2c(F)cc(F)cc2F)cc1 (stereo unspecified),?,11.1%,9.9%,/,i,i,4.0,-4.1%,1.2%
CCn1c(=O)c2cc(C(=O)Nc3ccccc3OC)sc2c2ccccc21,7.0%,6.5%,2.5%,-21.1%,i,-8.9%,30.5,7.1%,2.1%
CCOc1ccc(S(=O)(=O)N2CCCC(C(=O)NCC3CCCO3)C2)cc1Cl (stereo unspecified),?,2.4%,3.9%,3.6%,i,-18.5%,6.9,4.0%,-5.4%
CCc1[nH]nc2c1C(C(C)C)C(C#N)=C(N)O2 (stereo unspecified),-7.8%,0.4%,-2.4%,26.5%,i,-22.0%[57.5 µM],-0.3,-12.0%,-4.6%
CC(=O)c1cccc(-c2ccnc3c2CC(C(=O)NCc2ccco2)O3)c1 (stereo unspecified),?,3.0%,-1.0%,-13.7%,i,-5.8%,-70.4*,1.3%,-5.3%
CS(=O)(=O)c1ccc(Cl)c(NC(=O)Cc2c(Cl)cccc2Cl)c1,13.1%,-7.5%,10.5%,19.1%,i,-1.7%,0.4,5.4%,-1.2%
COc1ccccc1NS(=O)(=O)c1cc(NC(=O)CNC(=O)c2ccc(C)s2)ccc1Cl,-8.0%,-6.9%,10.1%,/,i,-36.3%,?,4.2%,-2.7%
COc1ccc(OCC(O)CNC(=O)c2cccs2)cc1 (stereo unspecified),10.7%,8.7%,-6.1%,10.4%,i,-58.7%,-13.3,0.0%,-3.3%
COC(=O)c1cc(-c2ccc(Cl)cc2)c2c(=O)[nH]c(=O)n(C)c2n1,10.8%,21.3%,-2.4%,-8.9%,/,i,/,/,/
O=C(O)C1(c2ccccc2)CCN(S(=O)(=O)c2ccc(Br)cc2)CC1,5.7%,-7.9%,11.8%,-22.7%,i,i,1.1,-6.4%,2.2%
CN(CC(=O)NCc1ccc(Cl)cc1)S(=O)(=O)c1cccs1,-13.6%,-5.3%,-16.5%,6.5%,i,i,0.9,8.5%,9.5%
COc1cccc(CN2CC(C(=O)N(C)Cc3[nH]c4ccccc4c3C)CCC2=O)c1 (stereo unspecified),?,-9.4%,7.5%,3.1%,i,i,-2.9,-0.6%,-8.1%
Cc1nc(N2CCCC2C(=O)O)c2oc3ccccc3c2n1 (stereo unspecified),6.9%,-16.7%,1.9%,13.7%,i,i,22.1,19.0%,1.0%
Cc1cccc(C2NC(=O)c3ccccc3O2)c1 (stereo unspecified),1.1%,14.1µM*,13.0%,-3.6%,i,-6.0%,0.2,8.2%,7.4%

Compound profiles, as listed above:
Listed for `Cc1nc(N2CCCC2C(=O)O)c2oc3ccccc3c2n1` (stereo unspecified) : GLP1R inv ag = 6.9%; TDP-43 yeast inh = -16.7%; Abeta yeast res = 1.9%; FUS yeast rescue = 13.7%; Akt phos inh = i; PTHR1 ag = i; D3 antag = 22.1; GLP-1R agonist = 19.0%; aSyn yeast inh = 1.0%
Listed for `CCn1c(=O)c2cc(C(=O)Nc3ccccc3OC)sc2c2ccccc21` : GLP1R inv ag = 7.0%; TDP-43 yeast inh = 6.5%; Abeta yeast res = 2.5%; FUS yeast rescue = -21.1%; Akt phos inh = i; PTHR1 ag = -8.9%; D3 antag = 30.5; GLP-1R agonist = 7.1%; aSyn yeast inh = 2.1%

Screening data from PubChem.
